PDI inh = blocks human protein disulfide isomerase activity; PDI insulin aggregation turbidity, A650, 90 min; inhibition, % at 10 µM; 0.052% of 350,000 active;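 active = mean inhibition across replicates of 30% or more, whatever share of single replicates reach that level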;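 also: absorbance from insulin aggregation driven by PDI reduction with DTT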
Glyco luc inh = N-linked glycosylation inhibition | 0.23% of 360,000 active | D54 ERlucT glycosylation luciferase reporter, 24 h; percent of 100 nM tunicamycin response | AID 588692 | reporter increase, % at 12.5 µM;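 active = mean luciferase reporter signal, scaled so untreated is 0 and the glycosylation-blocking control 100, at or above a set limit in every replicate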;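 also: luciferase carries N-glycosylation sites so blocking glycosylation raises the light; 0% = median of neutral control wells and 100% = median of 100 nM tunicamycin wells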
ABCB6 inh 2 = inhibitors of human ABC transporter ABCB6. Q9NP58. K562-ABCB6 porphyrin accumulation, flow cytometry, 1 h; hits give low values. fluorescence ratio to DMSO, % at 10 µM. 0.19% of 360,000 active. AID 602162;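 active = fluorescence ratio to DMSO below 75%, the collection mean minus 3 SD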;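 also: signal is porphyrin accumulated inside mitochondria; 100% equals median channel fluorescence of DMSO control wells; lower ratio means ABCB6 inhibition with less porphyrin fluorescence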
CaV13 ICDI inh = Primary screen for inhibitors of IQ motif and Ca2+-dependent inactivation inhibitor domain binding in CACNA1D, Förster resonance energy transfer in living cells, … | HEK cells, CFP/YFP FRET ICDI-IQ, plate reader, 10 min; percent FRET-ratio fall versus neutral wells | inhibition, % at 12.3 µM | 0.098% of 340,000 active;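 active = mean replicate inhibition of at least 30% and at least 1% of replicates passing that level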;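 also: 0% = median of the neutral control wells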
Cardio protect = myocardial damage modulation in H9c2 cells. H9c2 cardiomyocytes, H2O2 injury protection, ATPLite, 2 h. protection from H2O2 cell death, % at 20 µM. 0.63% of 360,000 active;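 active = compounds giving at least 50% protection of heart cells from peroxide-induced death in the single-dose screen, raw or plate-pattern-corrected value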;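 also: 0% = DMSO wells with peroxide and 100% = DMSO wells without peroxide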
ABHD5-PLIN5 inh = inhibitors of human ABHD5-perilipin-5 interaction; Q00G26+Q8WTS1; Split G. princeps luciferase complementation, luminescence, 4 h; 0.78% of 360,000 active; inhibition, % at 4 µM;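 active = inhibition above the mean inhibition across every tested compound plus 3 SD, cut at about 22% in these data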;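 also: 0% = DMSO only wells and the 100% control is not disclosed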
Granule exo inh = lytic granule exocytosis inhibition. TALL-104 LAMP-1 surface exposure, flow cytometry; cells stimulated with thapsigargin and PMA. inhibition, % at 10 µM. 0.66% of 360,000 active. AID 651702;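 active = inhibition above about 55%, limit read from the data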
m5-HT2A agonist = mouse HTR2A agonism via beta-arrestin recruitment | P35363 | activation, % at 7.6 µM | 0.66% of 360,000 active | CHO-K1 mHTR2A beta-arrestin complementation, luminescence; percent of 30 µM serotonin response | AID 624169;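 active = activation above a run cutoff, the mean activation of all tested compounds plus 3 SD, cut at about 14% in these data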;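 also: 0% = plate median of compound wells and 100% = 30 µM serotonin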
Target sequence (P35363 whole entry, looked up): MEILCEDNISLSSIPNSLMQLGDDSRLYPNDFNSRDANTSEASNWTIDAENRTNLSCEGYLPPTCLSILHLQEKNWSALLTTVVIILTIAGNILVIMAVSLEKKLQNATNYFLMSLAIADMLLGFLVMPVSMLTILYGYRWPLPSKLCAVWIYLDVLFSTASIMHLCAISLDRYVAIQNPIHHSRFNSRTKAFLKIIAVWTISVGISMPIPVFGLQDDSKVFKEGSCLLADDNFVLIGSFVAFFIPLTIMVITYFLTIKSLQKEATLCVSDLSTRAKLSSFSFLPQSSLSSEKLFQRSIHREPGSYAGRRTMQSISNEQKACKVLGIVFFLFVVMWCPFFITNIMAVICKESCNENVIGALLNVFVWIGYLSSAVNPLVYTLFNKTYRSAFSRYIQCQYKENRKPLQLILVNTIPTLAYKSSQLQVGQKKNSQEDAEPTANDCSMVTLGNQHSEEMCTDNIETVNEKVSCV
MC4R antag cAMP = antagonists of human melanocortin 4 receptor (MC4R); P32245; MC4R-expressing cells, MTII-stimulated cAMP, LANCE TR-FRET; inhibition, % at 6.5 µM; 0.48% of 360,000 active;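 active = inhibition above its plate's cutoff, the mean of tested wells on that plate plus 3 SD, cut at about 29% in these data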;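 also: 0% = Melanotan II alone and 100% = Melanotan II plus saturating MCL0020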
Target sequence (P32245 whole entry, looked up): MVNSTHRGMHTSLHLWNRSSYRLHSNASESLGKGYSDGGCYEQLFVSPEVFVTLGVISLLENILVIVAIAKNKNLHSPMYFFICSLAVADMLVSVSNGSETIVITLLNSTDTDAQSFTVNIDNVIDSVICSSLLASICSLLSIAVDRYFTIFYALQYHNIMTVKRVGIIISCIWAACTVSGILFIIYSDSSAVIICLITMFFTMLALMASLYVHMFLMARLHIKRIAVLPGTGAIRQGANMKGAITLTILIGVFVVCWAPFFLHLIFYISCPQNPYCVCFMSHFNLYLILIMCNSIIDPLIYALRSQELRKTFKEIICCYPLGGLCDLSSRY
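material = U2OS cells stably expressing human melanocortin 4 receptor (MC4R) | also added = Melanotan II challenge | dosing = single nominal compound dose of 6.5 µM | detection = TR-FRET with Eu-cAMP and labeled anti-cAMP, 671 nm | replication = singlicate | timing = compound 30 min, challenge 1 h, detection 1 h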
MC4R barr agon = agonists of human melanocortin 4 receptor (MC4R) beta-arrestin | 0.98% of 360,000 active | U2OS MC4R beta-arrestin complementation, luminescence; percent of melanotan II response, DMSO zero | P32245 | activation, % at 8.9 µM;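 active = activation above a per-plate cutoff, the mean activation of sample wells on that plate plus 3 SD, cut at about 8% in these data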
An asterisk follows results filed as active; / = no result given. An unsorted share of the library; overall some 4.2% were active at least once.

SMILES	PDI inh	Glyco luc inh	ABCB6 inh 2	CaV13 ICDI inh	Cardio protect	ABHD5-PLIN5 inh	Granule exo inh	m5-HT2A agonist	MC4R antag cAMP	MC4R barr agon
CC(C(=O)N(C)Cc1cccc(F)c1)N1CCN(S(=O)(=O)c2ccc3c(c2)OCCCO3)CC1 (configuration not stated)	2	-3	92	-2	-11	-5	10	0	1	-0.2
CCOC(=O)Cc1csc(NC(=O)COc2ccccc2OC)n1	-5	-1	87	-7	-4	-3	2	2	-1	1.3
COc1cc(/C=N/NC(=O)C(=O)NCc2ccco2)cc(Cl)c1O	-3	2	94	0	1	2	0	1	-3	-0.1
Cc1ccsc1C(=O)NNC(=O)COc1ccc(Br)cc1	-9	1	95	-3	-3	-2	-1	8	1	-0.2
Cc1cc(NC(=O)CN2CCC(O)(c3cccc(F)c3)CC2)no1	1	2	88	-5	-9	-1	2	4	5	-1.2
Cc1ccc(OCC(=O)N2CCN(C(=O)c3cccc(F)c3)CC2)cc1	4	0	101	-2	-1	3	2	-3	8	1.8
O=C(NCCc1ccc(Cl)cc1)C1CC(=O)N(C2CCCCC2)C1 (configuration not stated)	-3	1	93	-6	0	5	-5	-5	5	-1.2
Cc1ncc(S(=O)(=O)C(C)(C)C)c(N)n1	10	2	105	-5	2	4	0	0	-7	-0.7
CCCC(=O)NCCc1cc2ccc(C)c(C)c2[nH]c1=O	1	1	98	-5	15	1	-3	1	2	-0.6
OC(c1ccccc1)c1nc(-c2ccc(F)c(Cl)c2)cs1 (configuration not stated)	-1	2	94	-4	-5	-6	1	-1	4	1.4
COc1ccc(OC)c(-c2nnc(SCC(=O)N3CCCc4ccccc43)o2)c1	14	-2	97	-6	12	6	0	-2	8	0.8
O=C(COC(=O)C1CCC1)Nc1ccc(Cl)cn1	-5	1	96	-3	-2	1	18	8	-1	-0.5
CC(=O)NC12CC3CC(C1)CC(C(=O)OCC(=O)NC(=O)c1cccn1C)(C3)C2	1	1	100	-4	-16	0	2	-3	-6	-0.3
CCCCCc1c(-c2ccc(Br)cc2)ncn1CCc1ccccc1OC	/	/	122	-9	/	-18	15	-4	/	/
NC(=O)CC(NC(=O)c1ccccc1)c1ccc(NCCc2cccc(F)c2)c([N+](=O)[O-])c1 (configuration not stated)	-2	-2	97	-9	-4	6	-3	-9	5	-1.1
COc1ccc(CN2CCCCC2C(=O)Nc2ccc(OC)c(OCC(C)C)c2)cc1OC (configuration not stated)	-4	-2	97	-4	6	3	-2	1	2	-1.5
CCCCNC(=O)C(NC(=O)c1cccc2ccccc12)C(=O)c1ccccc1 (configuration not stated)	/	3	102	-7	4	3	3	3	/	/
CCc1ccc(-c2cc3c(=O)n(CC(=O)NCCCN4CCN(C)CC4)ncn3n2)cc1	-5	-8	101	-7	-14	2	6	-5	-1	-1.5
CN(C)S(=O)(=O)c1cc(S(=O)(=O)N(C)C)c(Cl)cc1N	13	0	94	-8	-10	5	0	1	0	-0.3
COc1cc(NC(=O)C2CCCCN2)ccc1OCC(C)C (configuration not stated)	-2	-1	101	-5	11	-2	2	3	5	1.8
Cc1cccc(-n2ncc3c(N4CCOCC4)ncnc32)c1	-7	-19	94	-7	-39	3	0	0	14	0.1
COC(=O)COc1ccc(C2NC(=O)NC(c3ccccc3)=C2C(C)=O)cc1OC (configuration not stated)	-16	0	97	-3	3	3	-1	-3	2	-2.8
COc1ccc(S(=O)(=O)N(C)C[C@H]2Oc3ccc(NC(=O)Nc4ccc(C(F)(F)F)cc4)cc3C(=O)N([C@H](C)CO)C[C@@H]2C)cc1	3	-11	97	-10	-1	0	-8	3	-2	0.5
COc1ccc(CCN2CNc3c(c(=O)n(C)c(=O)n3C)C2)cc1OC	5	2	90	/	3	0	0	8	15	-1.9
CCCCCOc1ccc(NC2=CC(=O)CCC2)cc1	-9	-3	95	-3	-4	4	-8	-4	1	-2.0
CC(C)OCCCNC(=O)c1cc(S(=O)(=O)N2CCCCC2)c[nH]1	3	1	99	-6	-6	-4	-4	-4	10	0.6
CCc1nn(CC(=O)N(C)C2CCCCC2)c(=O)c2cc3cc(C)ccc3n12	2	-3	95	-3	6	-3	3	1	10	-2.7
N#C/C(=C\Nc1ccc2c(c1)OCCO2)c1nc2ccccc2[nH]1	7	-1	109	-2	82*	-3	2	-5	-2	1.7
CCN1C[C@@H]2[C@@H]3C(=O)N(C)C(=O)[C@@H]3[C@](CC)(C1=O)N2C(=O)c1ccc(F)cc1	20	2	93	-9	-2	2	3	3	2	-0.6
COc1ccc(N2CCN(CCCNS(=O)(=O)c3ccc4c(c3)oc(=O)n4C)CC2)cc1	/	0	95	-10	8	-1	5	-8	0	-1.5
O=C(Nc1ccc(N2CCN(C(=O)c3cccs3)CC2)cc1)c1ccccc1F	10	-5	92	-7	-2	-6	-2	-1	6	-1.4
Cc1ccc(NC(=O)CN(C)C(=O)CSc2nc3ccccc3o2)cc1	-1	2	99	-6	2	2	-2	-3	-4	1.3
CC[C@@H]1C=C(C(=O)O)[C@H](c2ccc(C)cc2)N1S(=O)(=O)c1ccc(C)cc1	3	2	96	-4	14	-1	1	7	-1	-0.3
CCOC(=O)CC1(NC(=O)C2CCC(=O)N(Cc3ccccc3F)C2)CCCCC1 (configuration not stated)	2	-2	100	-3	-2	7	-3	-3	0	-1.6
CCCCN(C=O)c1c(CC)nc2ccc(C(=O)NCCOc3ccc(OC)cc3)cn12	0	0	103	-8	0	-3	-1	0	15	3.0
CC(C)(C)c1ccccc1NC(=O)CN1C(=O)NC2(CCCCCC2)C1=O	-5	0	100	-9	5	10	0	-1	1	0.0
CNc1nc(NCc2ccccc2)nc(N)c1[N+](=O)[O-]	0	5	99	-7	-1	12	-8	-4	6	-2.3
COc1cccc(NC(=S)N2CCn3c(nc4ccccc43)C2)c1	5	-1	105	1	1	0	26	5	13	2.5
O=C(NC1CCCN(Cc2ccc(Cl)cc2)C1)c1ccoc1 (configuration not stated)	3	0	98	/	2	3	-4	2	0	1.1
COCCCN1CN(S(=O)(=O)c2ccc(C)cc2C)c2nc3ccccc3nc21	-3	-3	103	-15	-1	28*	-4	1	-5	1.8
Cc1cc(=O)c(C(=O)c2ccccc2)c(C)o1	2	1	100	4	0	1	-2	-1	0	-1.6
Cc1nc(N)sc1Cc1ccc2c(c1)OCO2	-3	2	107	-5	-4	2	-4	1	8	2.3
N#Cc1ccc(OCc2nnc(SCC(=O)N3CCCc4ccccc43)n2-c2ccccc2)cc1	3	-3	97	-5	-2	10	0	1	4	-0.4
CC(C)C(=O)N1CCCC1(C)C(=O)Nc1ccc(F)cc1 (configuration not stated)	0	0	116	-6	4	-8	2	1	5	-0.3
COc1ccccc1NC(=S)NNC(=O)c1nn(C)c(C)c1Cl	-3	2	90	/	4	-7	0	0	-5	-1.3
COCCn1cc(C(=S)N2CCCCC2)c2ccccc21	7	1	98	-20	-3	-1	-3	1	14	-3.5
COC(=O)CN(c1ccccc1OC)S(=O)(=O)c1ccccc1	-2	-1	99	-5	-4	-2	0	0	0	-0.6
CN(C)c1ccc(-c2ccnc3c2CC(C)(C(=O)Nc2ccc(Cl)cc2)O3)cc1 (configuration not stated)	1	-2	94	-9	-10	0	-2	-1	0	-2.7
COC(=O)c1ccc(CSC2=NCCS2)cc1	4	0	85	-19	-3	1	-5	-1	-1	-1.8
CCOC(=O)c1c(C)nc2c(C)cccn12	2	-1	104	/	-5	-2	-1	8	8	-0.2

Four entries drawn at random from those above:
SMILES	PDI inh	Glyco luc inh	ABCB6 inh 2	CaV13 ICDI inh	Cardio protect	ABHD5-PLIN5 inh	Granule exo inh	m5-HT2A agonist	MC4R antag cAMP	MC4R barr agon
Cc1ncc(S(=O)(=O)C(C)(C)C)c(N)n1	10	2	105	-5	2	4	0	0	-7	-0.7
CCOC(=O)Cc1csc(NC(=O)COc2ccccc2OC)n1	-5	-1	87	-7	-4	-3	2	2	-1	1.3
CN(C)S(=O)(=O)c1cc(S(=O)(=O)N(C)C)c(Cl)cc1N	13	0	94	-8	-10	5	0	1	0	-0.3
CCCC(=O)NCCc1cc2ccc(C)c(C)c2[nH]c1=O	1	1	98	-5	15	1	-3	1	2	-0.6

Continuation:
SMILES	PDI inh	Glyco luc inh	ABCB6 inh 2	CaV13 ICDI inh	Cardio protect	ABHD5-PLIN5 inh	Granule exo inh	m5-HT2A agonist	MC4R antag cAMP	MC4R barr agon
CC(=O)Oc1c(C)c(=O)n(C)c2ccccc12	5	2	99	-4	5	5	-1	3	0	-0.7
CCOc1ccc(NC(=O)CCCn2nc(C)c3c(C)n(-c4ccccc4)nc3c2=O)cc1	10	4	102	-13	3	6	-2	-4	2	-3.4
COc1ccc(NC(=O)CSCC(=O)NC2(C)CCS(=O)(=O)C2)cc1 (configuration not stated)	-7	0	86	-5	4	4	5	6	10	-1.0
COc1ccccc1NS(=O)(=O)c1cc(C(=O)Nc2ccc(S(=O)(=O)Nc3onc(C)c3C)cc2)ccc1C	7	1	95	-13	3	-5	10	3	11	-1.6
Cc1ccc(NC(=O)c2oc3c(c2C)C(=O)CC(C)(C)C3)cc1	-1	0	96	-3	2	-6	-4	-11	11	0.8
CC1CN(C(=O)CN2C(=O)NC3(CCCCCC3)C2=O)CC(C)O1 (configuration not stated)	1	-1	101	-6	1	-2	0	3	0	-1.7

Shown as labelled records: entries from further up.
> COCCn1cc(C(=S)N2CCCCC2)c2ccccc21
  PDI inh = 7	Glyco luc inh = 1	ABCB6 inh 2 = 98	CaV13 ICDI inh = -20	Cardio protect = -3	ABHD5-PLIN5 inh = -1	Granule exo inh = -3	m5-HT2A agonist = 1	MC4R antag cAMP = 14	MC4R barr agon = -3.5
> COC(=O)COc1ccc(C2NC(=O)NC(c3ccccc3)=C2C(C)=O)cc1OC (configuration not stated)
  PDI inh = -16	Glyco luc inh = 0	ABCB6 inh 2 = 97	CaV13 ICDI inh = -3	Cardio protect = 3	ABHD5-PLIN5 inh = 3	Granule exo inh = -1	m5-HT2A agonist = -3	MC4R antag cAMP = 2	MC4R barr agon = -2.8
> COC(=O)CN(c1ccccc1OC)S(=O)(=O)c1ccccc1
  PDI inh = -2	Glyco luc inh = -1	ABCB6 inh 2 = 99	CaV13 ICDI inh = -5	Cardio protect = -4	ABHD5-PLIN5 inh = -2	Granule exo inh = 0	m5-HT2A agonist = 0	MC4R antag cAMP = 0	MC4R barr agon = -0.6
> CC(C)C(=O)N1CCCC1(C)C(=O)Nc1ccc(F)cc1 (configuration not stated)
  PDI inh = 0	Glyco luc inh = 0	ABCB6 inh 2 = 116	CaV13 ICDI inh = -6	Cardio protect = 4	ABHD5-PLIN5 inh = -8	Granule exo inh = 2	m5-HT2A agonist = 1	MC4R antag cAMP = 5	MC4R barr agon = -0.3
